Source: PubChem
Rtt109 Vps75: blocks Candida albicans Rtt109/Vps75 acetyltransferase activity; purified Rtt109/Vps75, ThioGlo CoA-SH fluorescence, 4 h; AID 540336; 330,000 compounds, 0.16% hits; Q5AAJ8; inhibition, % at 34.9 µM;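 active means inhibition of at least 50% in every replicate; inconclusive means best replicate reaches 50% inhibition but some replicates fall short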
cardiac RTF act: increases calcium sensitivity of human cardiac regulated thin filaments; P19429+P45379; IANBD-labeled TnC RTF fluorescence at EC20 calcium; 0% EC20 calcium, 100% full calcium; activation, % at 7.2 µM; 340,000 compounds, 0.24% hits; AID 493008;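 active means activation above the mean over all tested compounds plus 3 SD, cut at about 30% in these data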;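 further: rise in fluorescence read as greater calcium sensitivity of cardiac thin filaments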
CAL PDZ FP-1: inhibitors of human CAL PDZ peptide binding; AID 504414; inhibition, % at 20 µM; purified CAL PDZ, TMR-peptide fluorescence polarization, 1 h; Q9HD26; 330,000 compounds, 0.02% hits;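 active means highest replicate inhibition of at least 40%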;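 further: plate controls were DMSO neutral control wells for no effect and unlabeled competitor peptide control wells for full effect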
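Control set: unlabelled peptide and DMSO controls / Material: purified CerCALP PDZ construct / Timing: 1 h incubation at room temperature before polarization reading / Doses: 20 µM, one dose / Detection: fluorescence polarization (mP)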
Wnt bcat act: activators of Wnt/beta-catenin signaling | Wnt/beta-catenin reporter cell assay, activator, plate reader | activation, % at 9.35 µM | 300,000 compounds, 1.2% hits | AID 743398; in the data active means activation above about 30%, passing the limit was not always enough; inconclusive means no clear call, values can overlap the other calls;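 further: 0% = neutral control wells and 100% = positive control wells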
dFosB act: enhances mouse delta FosB homodimer DNA binding; P13346; purified delta FosB, TAMRA-CDK5 oligo fluorescence polarization; percent of positive-control signal above neutral wells; activation, % at 25 µM; 340,000 compounds, 0.99% hits; AID 493131;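 active means mean activation above about 17%, with every replicate also reaching it, limit read from the data, passing the limit was not always enough; inconclusive means only one of the two conditions met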;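 further: fluorescence polarization rise as delta FosB binds a TAMRA Cdk5 AP-1 oligo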
Target sequence (P13346 whole entry, looked up): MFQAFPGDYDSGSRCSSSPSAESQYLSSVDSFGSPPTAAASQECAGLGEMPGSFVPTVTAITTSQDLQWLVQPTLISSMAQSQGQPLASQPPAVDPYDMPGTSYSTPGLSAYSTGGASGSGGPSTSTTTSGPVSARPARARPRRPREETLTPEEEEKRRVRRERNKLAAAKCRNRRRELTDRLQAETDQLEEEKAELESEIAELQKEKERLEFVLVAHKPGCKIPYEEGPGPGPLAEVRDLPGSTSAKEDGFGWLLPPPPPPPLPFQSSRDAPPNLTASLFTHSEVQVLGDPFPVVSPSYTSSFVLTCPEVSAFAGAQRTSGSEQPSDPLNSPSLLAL
MITF act: activators of MITF-driven TRPM1 promoter activity in SK-MEL-5 cells. SK-MEL-5 TRPM1-promoter luciferase, 24 h; % of positive control, neutral wells = 0. activation, % at 12.5 µM. 300,000 compounds, 0.75% hits. AID 588334;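 active means mean activation of at least 80% with every replicate also reaching 80%; inconclusive means mean reaches 80% but some replicate falls short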;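 further: 0% = neutral control wells and 100% = parthenolide positive control wells; values of inactives mirror those of a sister screen read the other way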
Tat transport: inhibitors of E. coli Tat protein transport | inhibition, % at 10 µM | E. coli MC4100 TorA-mCherry Tat export, fluorescence | 340,000 compounds, 0.036% hits;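 active means mean replicate inhibition at least 50% and at least half of replicates individually reaching 50%; inconclusive means only one of the two criteria met; inactive means neither criterion met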;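 further: exported cargo escapes ClpAP degradation while cytoplasmic cargo is degraded and loses fluorescence; 0% = median of neutral control wells and 100% = median of NaSCN control wells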
CAL PDZ FP-2: inhibitors of human CAL PDZ peptide binding; AID 602252; 300,000 compounds, 0.92% hits; inhibition, % at 24.9 µM; purified CAL PDZ, TMR-peptide fluorescence polarization, 1 h;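 active means mean inhibition of at least 30% with at least half of replicates also reaching 30%; inconclusive means no clear call, values can overlap the other calls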;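 further: 0% = DMSO neutral control and 100% = excess unlabeled competitor peptide PRC23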
CDK5 p35 inh: inhibitors of human CDK5/p35 kinase; 330,000 compounds, 0.01% hits; Recombinant CDK5/p35, ADP-Glo luminescence, 60 min; Q00535+Q15078; inhibition, % at 10 µM;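 active means highest replicate inhibition of at least 50% and at least 75% of replicates reaching 50%; inconclusive means only one of the two criteria met; inactive means both criteria failed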;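 further: plate controls were DMSO neutral control for no effect and GW8510 at 10 µM for full effect; many of its hits are not listed in these tables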
Target sequence (Q00535 whole entry, looked up): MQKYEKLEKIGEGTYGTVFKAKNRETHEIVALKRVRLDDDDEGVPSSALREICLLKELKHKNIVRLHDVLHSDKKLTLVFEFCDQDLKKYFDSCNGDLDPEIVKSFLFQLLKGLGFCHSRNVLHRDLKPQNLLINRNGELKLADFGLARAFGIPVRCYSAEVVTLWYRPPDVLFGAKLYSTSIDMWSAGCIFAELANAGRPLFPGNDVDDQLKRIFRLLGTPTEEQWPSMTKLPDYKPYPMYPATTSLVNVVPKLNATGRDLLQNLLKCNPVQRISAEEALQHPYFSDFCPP
Target sequence (Q15078 whole entry, looked up): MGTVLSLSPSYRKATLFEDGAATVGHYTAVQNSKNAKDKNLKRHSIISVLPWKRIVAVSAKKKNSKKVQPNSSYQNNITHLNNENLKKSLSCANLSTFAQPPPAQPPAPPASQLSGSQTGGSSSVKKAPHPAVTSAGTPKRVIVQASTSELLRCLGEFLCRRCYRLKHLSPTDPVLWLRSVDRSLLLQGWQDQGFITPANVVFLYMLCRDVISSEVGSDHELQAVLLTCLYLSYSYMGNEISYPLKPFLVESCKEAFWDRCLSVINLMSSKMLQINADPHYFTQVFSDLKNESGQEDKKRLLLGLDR
V-ATPase pHluor: yeast V-ATPase proton transport regulation by pHLuorin; 350,000 compounds, 0.37% hits; AID 504577; S. cerevisiae, pHLuorin cytosolic pH fluorescence; response, % at 10 µM; in the data active means response mostly above about 7.3%, no sharp cut-off; inactive means mostly below about 5.4%; further: actives read high; inactives centre near 0; some compounds called inactive have numbers as strong as hits
Starred values were filed as active, the others as inactive; ? = inconclusive; · = not tested or not shown; & = joins results of further samples. An unsorted share of the library. About 4.1% of those tested had a hit in this group.

SMILES	Rtt109 Vps75	cardiac RTF act	CAL PDZ FP-1	Wnt bcat act	dFosB act	MITF act	Tat transport	CAL PDZ FP-2	CDK5 p35 inh	V-ATPase pHluor
Cn1nc(C(=O)Nc2cccc(S(=O)(=O)N3CCCCC3)c2)c2ccccc2c1=O	0	7	-2.2	6	-14	-20	5	-2	2.2	6
Cc1occc1C(=O)NNC(=O)c1ccccc1F	-6	6	-1.6	37*	2	26	-12	-2	2.4	-2
Brc1ccc2cccnc2c1	5	5	-0.3	-2	-8	-4	-5	-6	0.0	6
Cc1ccc2c(c1)C(C)(C)[C@]1(C)NC(=O)CCN21	0	-7	-0.3	-6	-15	13	-18	-30	0.4	-2
O=C(N/N=C\c1c(F)c(F)c(F)c(F)c1F)c1ccc(-c2ccccc2)cc1	-8	-2	-0.9	-1	2	6	3	1	0.4	-3
C=CCSC1=NC(=O)/C(=C/c2cccs2)S1	-4	8	-2.0	·	-9	-6	-6	·	-0.2	-4
CCOC(=O)CCc1c(C)c2ccc(OCc3ccc([N+](=O)[O-])cc3)cc2oc1=O	-20	5	-1.0	·	-3	4	1	-1	0.4	-1
COc1ccccc1N(Cc1ccccc1)S(=O)(=O)c1cccc(C(=O)Nc2ccc(C(C)=O)cc2)c1	4	-3	-0.3	9	-9	8	-7	-1	0.9	1
COc1ccccc1CNS(=O)(=O)c1cc(C(=O)NCC2CCCO2)c(Cl)cc1Cl (stereo unspecified)	-2	0	0.2	-2	-15	-5	0	3	0.9	1
Cc1nn(CC(=O)NCc2cccc(F)c2)c(=O)c2cccn12	-2	-5	-1.6	-1	4	-3	-3	-6	-1.2	0
CSc1ccccc1NC(=O)c1csc(C)c1	-24	1	-1.5	1	2	19	-2	0	-1.4	5
O=C(O)/C(=C\c1ccco1)NC(=O)c1cccc2ccccc12	-2	-4	0.9	2	-14	2	-1	-2	-2.0	2
COc1ccccc1CNC(=O)C(NC(=O)c1ccc(C)cc1)C(C)C (stereo unspecified)	·	-2	-0.2	-2	-8	-8	-4	-9	0.5	0
CCCc1c(C(=O)N/N=C/c2ccncc2)nnn1-c1nonc1N	·	1	0.4	1	-4	0	1	-1	-0.6	-1
O=C(COC(=O)CC1Sc2ccccc2NC1=O)NCc1ccccc1 (stereo unspecified)	0	-1	-2.2	-6	-3	2	-1	-1	-4.3	8

Ordered by the number under dFosB act (rising): 3 of the compounds above
SMILES	Rtt109 Vps75	cardiac RTF act	CAL PDZ FP-1	Wnt bcat act	dFosB act	MITF act	Tat transport	CAL PDZ FP-2	CDK5 p35 inh	V-ATPase pHluor
C=CCSC1=NC(=O)/C(=C/c2cccs2)S1	-4	8	-2.0	·	-9	-6	-6	·	-0.2	-4
CCOC(=O)CCc1c(C)c2ccc(OCc3ccc([N+](=O)[O-])cc3)cc2oc1=O	-20	5	-1.0	·	-3	4	1	-1	0.4	-1
CSc1ccccc1NC(=O)c1csc(C)c1	-24	1	-1.5	1	2	19	-2	0	-1.4	5

Later entries
SMILES	Rtt109 Vps75	cardiac RTF act	CAL PDZ FP-1	Wnt bcat act	dFosB act	MITF act	Tat transport	CAL PDZ FP-2	CDK5 p35 inh	V-ATPase pHluor
CCN(CC(=O)Nc1c(F)cccc1F)C(=O)c1cc(S(=O)(=O)NCc2ccccc2)ccc1C	38	-2	-2.9	3	-5	0	5	0	-1.9	-4
Cc1cc(C)nc(NS(=O)(=O)c2ccc(NC(=O)C3(c4ccccc4)CCCC3)cc2)n1	6	-2	-1.1	4	0	-3	-8	-7	-0.1	-3
COCCN(C(=O)COC(=O)c1c(-c2ccccc2)noc1C)c1c(N)n(Cc2ccccc2)c(=O)[nH]c1=O	5	-1	-1.7	1	-5	-4	-5	-4	-1.3	0
O=C(CCC(=O)N1CCCC1)N1CCCC1	7	-6	-1.9	1	-3	3	-3	-3	-0.1	0
CS(=O)(=O)NNC(=O)c1sccc1OCc1ncc(C(F)(F)F)cc1Cl	-10	-3	-1.3	-2	-4	-1	-2	-4	1.0	-4
COCc1nc2oc3ccccc3c(=O)c2cc1C(=O)OC	4	4	-1.2	17	-3	88*	-11	2	0.7	4
COc1cc(-n2cnnn2)ccc1S(=O)(=O)N1CCOCC1	-2	-1	-0.5	·	-8	-4	-1	·	-11	1
CCN1CCN(c2ncnc3c2sc(=S)n3-c2ccccc2)CC1	13	10	0.5	2	-7	2	23	·	1.3	2
CSCC[C@H](NC(=O)c1cccnc1)c1nnc2ccccn12	-20	-2	-2.0	0	0	-10	0	2	0.8	-1
CCN1CCN(Cc2ccc(NC(=O)c3cc(NC(=O)c4cncc(-c5ccc(C#N)cc5)c4)cc(OC)c3)cc2C(F)(F)F)CC1	-5	-6	-8.2	-14	-255	-96	?	1	-0.2	2&-1
CCC1(C)Cc2c(sc3nc(SCC(=O)O)[nH]c(=O)c23)CO1 (stereo unspecified)	5	-7	-1.8	·	6	9	-2	-2	-1.0	-2
COc1cc(OC)cc(C(=O)N[C@H](C(=O)N2CCc3ccccc32)C(C)C)c1	1	-2	-0.9	4	-9	-3	-5	3	-1.3	4
O=c1oc(CCO)cc2ccc(Br)cc12	6	-3	0.9	-2	3	0	2	-2	3.5	4
CN(C(=O)c1ccc(NC(=O)Cc2ccccc2)cc1)c1ccccc1	3	2	2.2	3	-8	14	16	-5	-10	0
CCN(CC)CCNCc1cc(Cl)c(OCC(=O)Nc2ccccc2)c(OC)c1	11	5	-0.7	-1	-5	16	-3	-4	-1.5	0
CNC(=O)c1ccc(-c2ccccc2)s1	-1	-2	-3.3	3	-5	32	8	3	0.0	-2
Cc1ccc(C)c(N2CCN(C(=O)C3CCN(c4nnc(N5CCCC5=O)s4)CC3)CC2)c1	-33	5	0.1	·	-15	-5	2	-1	0.5	1
COC(=O)CCC(=O)Nc1sc(Cc2ccccc2)c(C)c1C(N)=O	-3	2	-3.5	-10	0	0	-6	-5	-2.7	-2
Nc1ccc2oc3ccc(N)cc3c(=O)c2c1	8	-1	0.0	·	-1	24	0	4	0.4	6
CCOC(=O)c1cc(-c2cccc([N+](=O)[O-])c2)nc2[nH]c(=O)[nH]c(=O)c12	1	-2	-2.8	·	-9	0	-1	-2	0.5	2
CC1CCCCN1C(=O)c1ccccc1OC1CCN(S(C)(=O)=O)CC1 (stereo unspecified)	-20	3	-1.8	0	0	1	-3	-3	0.4	-1
Cc1nc(Oc2ccc(S(=O)(=O)N3CCOCC3)cc2Cl)c2c3c(sc2n1)CCCC3	-6	6	-1.4	-2	4	-14	-2	-5	-0.1	7
COc1cc(OC)cc(C(=O)NCCCCCCNC(=O)c2cc(OC)cc(OC)c2)c1	-6	-1	-0.8	1	-10	-1	-1	-2	-0.5	1
CN(CCN(C)C(C)(C)C)C(=O)C(c1ccccc1)c1ccccc1	0	2	-1.1	0	-7	-3	2	-4	-0.9	-1
O=C(CN1C(=O)C2CCCCN2C(=O)c2ccccc21)Nc1ccc(F)cc1 (stereo unspecified)	-14	7	-1.5	-1	-11	1	-7	·	0.4	0
COc1ccc(-n2c(C)csc2=S)cc1	-7	8	-2.0	1	2	·	2	-2	-3.8	-4
CCCNC(=O)Nc1nnc(C2CC2)s1	·	-4	-1.6	-1	-8	-1	6	-2	0.8	24
C(=N\n1cnnc1)/c1ccccn1	-7	1	-0.3	·	3	·	-9	-5	-0.1	0
CCOc1ccccc1NC(=O)NNS(=O)(=O)c1cc(OC)ccc1OC	5	-1	-0.6	0	-10	-17	-2	0	2.1	0
CCOc1ccc(-n2nc3c(SCCN4CCCC4)nnc(C)c3c2C)cc1	6	3	-1.1	-1	-7	12	0	5	1.0	-2

Four compounds picked at random from those above:
SMILES	Rtt109 Vps75	cardiac RTF act	CAL PDZ FP-1	Wnt bcat act	dFosB act	MITF act	Tat transport	CAL PDZ FP-2	CDK5 p35 inh	V-ATPase pHluor
COc1cc(OC)cc(C(=O)NCCCCCCNC(=O)c2cc(OC)cc(OC)c2)c1	-6	-1	-0.8	1	-10	-1	-1	-2	-0.5	1
CCOc1ccc(-n2nc3c(SCCN4CCCC4)nnc(C)c3c2C)cc1	6	3	-1.1	-1	-7	12	0	5	1.0	-2
CN(CCN(C)C(C)(C)C)C(=O)C(c1ccccc1)c1ccccc1	0	2	-1.1	0	-7	-3	2	-4	-0.9	-1
CCOc1ccccc1NC(=O)NNS(=O)(=O)c1cc(OC)ccc1OC	5	-1	-0.6	0	-10	-17	-2	0	2.1	0

Marked active in MITF act (from the list above):
SMILES	Rtt109 Vps75	cardiac RTF act	CAL PDZ FP-1	Wnt bcat act	dFosB act	MITF act	Tat transport	CAL PDZ FP-2	CDK5 p35 inh	V-ATPase pHluor
COCc1nc2oc3ccccc3c(=O)c2cc1C(=O)OC	4	4	-1.2	17	-3	88*	-11	2	0.7	4

Later entries
SMILES	Rtt109 Vps75	cardiac RTF act	CAL PDZ FP-1	Wnt bcat act	dFosB act	MITF act	Tat transport	CAL PDZ FP-2	CDK5 p35 inh	V-ATPase pHluor
CCCCNC(=O)C12CCC(C)(C(=O)C1Br)C2(C)C (stereo unspecified)	4	9	0.5	-12	4	-3	-3	0	1.1	-3
Cc1cc(C(F)(F)F)nn1C(=O)c1cccnc1Cl	10	2	0.4	·	10	-3	2	1	0.5	0
Cc1ccc(C(=O)N(C)CC(=O)Nc2ccc(F)c(F)c2F)o1	-2	9	1.4	-1	3	-2	-3	-4	-5.2	6
OCCN(CCO)Cc1ccc(Br)cc1	36	-12	-3.4	-3	4	15	4	2	-1.0	4
O=C(/C=C/c1ccccc1)c1ccc2c3c(cccc13)CC2	-16	-3	-0.3	17	6	38	2	-3	0.9	-1
CCn1c(=O)cc(OCC(=O)Nc2ccc3c(c2)OCCO3)c2ccccc21	8	2	-2.2	-1	-2	-6	-1	-10	-0.5	4
O=C(Cc1ccc(Cl)cc1)c1c[nH]c(C(=O)NCc2cccnc2)c1	-7	4	-1.4	-6	-9	-2	-2	1	-2.5	3
Cc1cccc(NC(=O)CNC(=O)Cn2cc(C(F)(F)F)cc(Cl)c2=O)c1C	-5	4	-1.8	0	7	-2	-7	-1	0.8	3
CC(C)NC(=O)Cn1cnc2c(cnn2-c2ccc(F)cc2)c1=O	0	-7	-0.4	0	-6	·	-6	-3	0.3	-2
COc1ccc(NC(=O)CN(C)C(=O)c2ccc(N3CCCCCC3)c([N+](=O)[O-])c2)cc1	14	-18	-1.4	0	-8	7	-21	0	0.1	2
Cc1c(NC(=O)Cc2cccs2)cccc1[N+](=O)[O-]	3	0	-0.4	-1	-12	-5	-1	-3	0.1	-1
CC(C)c1ccc(NC(=S)N2CCN(Cc3ccccc3)CC2)cc1	-2	3	-0.8	-2	-16	6	5	·	0.5	2
